CHO-K1 Ca PAM: nonselective calcium activators in parental CHO-K1 cells, primary screen, counter-screen for M1 PAM project, cell-based, Fluo-8 calcium fluorescence, full deck, 1536-well; ATP EC20; 0% at ATP EC20, 100% at ATP max; activation, % at 3 µM; 360,000 tested, 0.02% active;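 active = activation above the run cutoff, the mean activation of all test compounds plus 3 SD, cut at about 40% in these data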;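 also: peak over basal fluorescence ratio in a 140 s read after ATP addition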
CHO parental Ca: ATP-evoked calcium signal inhibitors, parental CHO, primary screen, counter-screen for OX1R antagonist project, cell-based, fluorescence, Fluo-8 calcium dye | parental CHO-K1, ATP-induced calcium, Fluo-8 fluorescence | inhibition, % at 5.6 µM | 330,000 tested, 0.63% active | AID 463079, 2010;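 active = inhibition above that plate's mean sample inhibition plus 3 SD, cut at about 26% in these data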;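 also: 0% = ATP-challenged DMSO wells and 100% = DMSO wells without ATP; some compounds past the cut are filed as inactive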
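test system = CHO parental line | reagent = ATP stimulus | measured by = intracellular calcium via Fluo-8 no-wash fluorescent dye | control set = ATP and no-ATP DMSO wells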
CHO-K1 Ca ag: counter-screen for M1 agonists: effect in parental CHO-K1 cells; Fluo-8 calcium fluorescence; scaled to maximal ATP response, vehicle zero; activation, % at 3 µM; 360,000 tested, 0.48% active; AID 602248, 2012; in the data active = activation above about 15%;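 also: untransfected CHO-K1 host cells lacking M1 receptor as counterscreen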
OXTR ag: human OXTR agonists, primary screen, fluorescence, CHO-OTR cells, Fluo-8 calcium; activation, % at 3 µM; 320,000 tested, 0.32% active; Oxytocin receptor (Homo sapiens), P30559; Fluo-8 calcium fluorescence; normalized: DMSO 0%, oxytocin 100%; AID 2435, 2010;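 active = activation above the mean of all tested compounds plus 3 SD, cutoff set per screening run, cut at about 20% in these data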;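 also: peak over basal fluorescence ratio from a 100 s FLIPR kinetic read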
TAAR1 antag: human TAAR1 antagonists, primary screen, Fluo-8 calcium fluorescence, CHO RD-HGA16 cells; Trace amine-associated receptor 1 (Homo sapiens), Q96RJ0; antagonist; inhibition, % at 3 µM; 360,000 tested, 1.5% active;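 active = inhibition above a per-plate cutoff, the mean inhibition of test compounds on that plate plus 3 SD, cut at about 49% in these data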;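 also: 0% = DMSO plus EC80 beta-PEA response and 100% = DMSO alone without agonist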
Target sequence (Q96RJ0 whole entry, looked up): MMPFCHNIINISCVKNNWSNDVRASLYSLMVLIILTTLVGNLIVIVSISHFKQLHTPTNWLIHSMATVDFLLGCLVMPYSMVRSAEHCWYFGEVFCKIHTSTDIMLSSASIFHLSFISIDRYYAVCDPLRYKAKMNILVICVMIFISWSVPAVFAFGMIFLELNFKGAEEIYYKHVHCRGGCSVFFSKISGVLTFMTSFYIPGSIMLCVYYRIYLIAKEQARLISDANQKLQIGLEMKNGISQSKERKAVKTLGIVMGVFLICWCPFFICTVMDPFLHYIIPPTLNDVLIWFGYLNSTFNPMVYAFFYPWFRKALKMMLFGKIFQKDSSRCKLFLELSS
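Test system: RD-HGA16 CHO cells with stable hTAAR1 and Gα16 / Probe or stimulus: EC80 β-phenethylamine stimulus / Times: seeding 17-24 h prior, 75-min 37 °C, 30-min RT dye loading / Detection: Fluo-8 calcium-sensitive fluorescence / Read-out basis: % inhibition scaled between DMSO and EC80 PEA controls / Repeats: singlicate, one well per test compound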
GPR7 antagonist: GPR7 receptor antagonists, primary screen, cell-based, fluorescence, single concentration | 290,000 tested, 1.1% active | inhibition, % at 4.4 µM | AID 1861, 2009 | Neuropeptides B/W receptor type 1 (Homo sapiens), P48145 | GPR7-expressing cells, fluorescence antagonist assay; in the data active = inhibition above about 16%, passing the limit was not always enough;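 also: cells stimulated with the agonist NPW; 0% = agonist with vehicle and 100% = vehicle without agonist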
Target sequence (P48145 whole entry, looked up): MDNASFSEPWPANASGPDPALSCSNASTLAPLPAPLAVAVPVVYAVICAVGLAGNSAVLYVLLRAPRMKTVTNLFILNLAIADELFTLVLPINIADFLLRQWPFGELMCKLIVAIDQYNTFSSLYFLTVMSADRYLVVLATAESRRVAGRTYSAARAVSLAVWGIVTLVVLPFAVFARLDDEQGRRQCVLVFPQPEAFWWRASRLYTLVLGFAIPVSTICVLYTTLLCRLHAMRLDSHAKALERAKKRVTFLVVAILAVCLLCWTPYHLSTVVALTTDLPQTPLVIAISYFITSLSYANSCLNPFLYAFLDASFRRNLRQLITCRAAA
OXTR potentiate: human OXTR potentiators, primary screen, fluorescence, CHO-OTR cells, Fluo-8 calcium. Oxytocin receptor (Homo sapiens), P30559. Fluo-8 calcium fluorescence, potentiator mode; 0% = oxytocin EC15, 100% = EC100. activation, % at 3 µM. 320,000 tested, 0.061% active. AID 2445, 2010;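 active = activation above that plate's cutoff, the mean activation of tested compounds plus 3 SD, cut at about 6.6% in these data, passing the limit was not always enough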;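 also: 100% uses oxytocin at 75 nM as the full agonist control; some results filed as inactive read as strong as hits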
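Assay system: CHO cell line stably expressing human OTR. Reagent: EC15 oxytocin agonist. Dosing: single dose, 3.0 µM nominal final compound concentration. Timing: compound 6 min at room temperature before oxytocin, 100 s read. Signal: kinetic Fluo-8 calcium fluorescence. Controls: oxytocin EC15 low and EC100 high.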
V1aR counter: agonists of human V1a receptor, primary screen, counter-screen for OXTR agonist project, fluorescence, CHO-V1R cells | Vasopressin V1a receptor (Homo sapiens), P37288 | Fluo-8 calcium fluorescence, agonist mode; 0% DMSO, 100% 3 nM vasopressin | activation, % at 3 µM | 320,000 tested, 0.25% active | AID 2797, 2010;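 active = activation above the mean activation of all tested compounds plus 3 SD, per screening run, cut at about 20% in these data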;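 also: signal is peak over basal fluorescence ratio across a 100 second FLIPR read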
Target sequence (P37288 whole entry, looked up): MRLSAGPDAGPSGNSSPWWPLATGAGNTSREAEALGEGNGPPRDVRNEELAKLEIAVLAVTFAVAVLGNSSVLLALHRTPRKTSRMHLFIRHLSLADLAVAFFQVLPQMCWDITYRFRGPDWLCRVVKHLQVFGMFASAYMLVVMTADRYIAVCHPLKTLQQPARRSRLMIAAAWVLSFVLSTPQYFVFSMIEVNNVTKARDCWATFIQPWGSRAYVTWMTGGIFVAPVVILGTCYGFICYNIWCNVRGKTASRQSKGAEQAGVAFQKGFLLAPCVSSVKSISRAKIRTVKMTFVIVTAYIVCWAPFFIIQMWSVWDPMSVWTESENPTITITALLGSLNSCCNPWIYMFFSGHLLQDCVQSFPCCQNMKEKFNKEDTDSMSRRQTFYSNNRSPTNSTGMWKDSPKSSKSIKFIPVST
CHO-K1 Ca antag: nonselective inhibitor or artifact in parental CHO-K1 cells. ATP-induced calcium, Fluo-8 fluorescence. inhibition, % at 3 µM. 360,000 tested, 0.6% active. AID 602250;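 active = inhibition above a per-plate cutoff, the plate's mean sample inhibition plus 3 SD, cut at about 24% in these data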;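 also: 0% = DMSO plus EC80 ATP and 100% = DMSO alone without ATP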
* hit, by the source's call; nt = no result given.

SMILES | CHO-K1 Ca PAM | CHO parental Ca | CHO-K1 Ca ag | OXTR ag | TAAR1 antag | GPR7 antagonist | OXTR potentiate | V1aR counter | CHO-K1 Ca antag
CSCCC(NS(=O)(=O)c1ccc(C)cc1)C(=O)N1CCCCCCC1 (stereo unspecified) | 8 | -14 | 0.8 | -2.8 | -5 | nt | -8 | -1.0 | -16
Cc1nn(-c2cc(C(F)(F)F)ccn2)c(=O)o1 | 8 | -12 | 1.1 | -0.5 | -24 | -2 | 2 | 1.0 | -6
COC(=O)c1sc2nc(-c3ccccc3)nc(N3CCN(C)CC3)c2c1C | 7 | nt | 0.6 | nt | -11 | 5 | nt | nt | -3
O=C(NC1CCN(Cc2ccccc2)CC1)c1cc(S(=O)(=O)N2CCOCC2)ccc1Cl | 5 | nt | -0.1 | nt | -3 | nt | nt | nt | -15
CC(C)[C@H](NC(=O)C1CC(=O)N(c2ccc3c(c2)OCO3)C1)C(=O)NC1CCCC1 (stereo partly specified) | 27 | 8 | 1.6 | -0.9 | -18 | -2 | -12 | 0.7 | -16
CC(C)c1cc(N=O)cc(C(C)C)c1O | 23 | nt | 0.6 | nt | -24 | nt | nt | nt | -17
CCCCn1c(NCc2ccccn2)nc2ccccc21 | 25 | -14 | 1.6 | -0.7 | -6 | -8 | -3 | 0.3 | -11
COc1cccc(NC(=O)CN(C)C(=O)c2c(-c3c(F)cccc3Cl)noc2C)c1 | -2 | -13 | 3.4 | -0.6 | 15 | nt | -4 | 2.5 | -4
CCN(CC)CCNc1ncnc2c1[nH]c1ccc(OC)cc12 | nt | -4 | nt | -0.4 | nt | -8 | 1 | -1.2 | nt
COc1ccc(C2CCCCCN2C(=O)C2CCN(S(=O)(=O)c3ccc(C)cc3)CC2)cc1 (stereo unspecified) | 18 | nt | 7.2 | nt | -7 | nt | nt | nt | -1
CSCC[C@H](NC(=O)c1cccs1)C(=O)N1CCC2(CC1)NCCc1[nH]cnc12 | 1 | -4 | 0.9 | -0.4 | -23 | -8 | 2 | 0.4 | -14
O=C(CSc1ccc(Cl)cc1)Nc1ccc(N2CCN(C(=O)c3ccc(Cl)cc3)CC2)cc1 | 17 | -9 | 1.7 | 5.0 | 2 | -2 | 0 | 1.9 | -9
COc1ccc(C(CNC(=O)COc2ccc(F)cc2Cl)N2CCOCC2)cc1 (stereo unspecified) | -7 | nt | 1.0 | nt | -27 | nt | nt | nt | 7
Cc1noc(C)c1CSCC(=O)N(CC(C)C)c1c(N)n(Cc2ccccc2)c(=O)[nH]c1=O | 10 | -13 | 1.8 | -0.6 | -23 | nt | 3 | -1.1 | -5
Cc1cc(=O)nc2c3ccccc3n(C(C)C(=O)NCCC(C)C)n12 (stereo unspecified) | 17 | -18 | -0.3 | -1.6 | -1 | -15 | -9 | -0.7 | -2
COc1ccc(CC(=O)NCc2ccccc2)cc1 | 11 | 3 | 0.7 | 0.1 | 1 | -2 | 2 | 0.3 | -10
O=[N+]([O-])c1ccccc1S(=O)(=O)N1CCSCC1 | 8 | -7 | 1.2 | 1.0 | -8 | nt | -1 | 1.0 | -19
COc1ccc(Cl)cc1NS(=O)(=O)c1cccc(C(=O)NCC(c2ccco2)N(C)C)c1 (stereo unspecified) | -15 | -17 | 2.1 | 3.1 | -12 | -7 | 1 | 3.2 | 9
CCOC(=O)C1=CNS(=O)(=O)NC1CCc1ccccc1 (stereo unspecified) | 2 | -12 | -0.5 | nt | -18 | nt | nt | nt | 0
CCCCOc1ccc(-c2nnn(C(C)(C)C(=O)OC)n2)cc1 | -2 | 3 | 0.8 | 0.8 | 2 | -8 | -8 | 3.3 | 0
COCCNC(=S)NN(c1ccccc1)c1ccccc1 | 11 | 1 | 1.9 | -1.8 | -14 | -2 | -2 | -1.1 | -4
Cn1c(SCC(=O)N2CCN(S(=O)(=O)c3ccc(Cl)cc3)CC2)nc2ccccc21 | 18 | -17 | 1.1 | -1.1 | -11 | -1 | -12 | 4.7 | -8
O=C(CSc1nnc(CNC(=O)c2ccccc2)o1)NCc1ccc2c(c1)OCO2 | 9 | -7 | -0.1 | -0.5 | -22 | -11 | -3 | -0.7 | -8
COc1cccc(-c2cc(C(=O)N3CCN(C(=O)c4ccco4)CC3)on2)c1 | 11 | -17 | 1.8 | 11 | -18 | -15 | -10 | 1.9 | -22
CCc1nnc(NC(=O)CSc2ccc(Cl)cc2)s1 | -18 | 4 | -0.4 | -0.8 | -31 | -13 | -5 | -0.6 | 5
O=C(CCNC(=O)c1ccccc1Cl)NN1C(=O)NC2(CCCCC2)C1=O | 1 | 5 | 0.3 | 0.1 | 0 | nt | -6 | 0.2 | -5
CCN1/C(=C/C=C/c2oc3ccc4ccccc4c3[n+]2CC)Oc2ccc3ccccc3c21 | nt | 64* | nt | 39* | nt | 45* | -6 | 45* | nt
Cc1[nH]ccc(=O)c1Cc1c(Cl)cccc1Cl | 10 | -6 | 1.7 | 1.7 | 0 | -13 | 2 | 0.0 | -16
O=C(CNC(=O)C12CC3CC(CC(C3)C1)C2)OCC(=O)N1CCCCC1 | -10 | -1 | 0.5 | -0.4 | 1 | nt | -6 | 0.0 | 2
Cc1ccc(CNC(=O)COc2ccc(C)nc2[N+](=O)[O-])cc1 | 23 | 0 | 0.7 | 0.0 | -7 | -15 | 1 | 0.6 | -7
CC(O)C(NS(=O)(=O)c1ccc(Cl)cc1)C(=O)OCC(=O)c1ccc2c(c1)NC(=O)CO2 (stereo unspecified) | 13 | nt | 1.7 | nt | 10 | nt | nt | nt | -13
Nc1c2c(nc3ccccc13)N(c1ccccc1)CC2 | -3 | -11 | 0.1 | 0.6 | -7 | nt | -5 | -0.1 | -11
Cc1ccc(NC(=O)/C=C\C(=O)NCC(=O)O)cc1C | 0 | 0 | 0.3 | -1.8 | -15 | -1 | -2 | 0.4 | 9
COC(=O)Cn1cnc2scc(-c3ccc(C)cc3)c2c1=O | 3 | -10 | 1.2 | -0.8 | -2 | -12 | -2 | -0.8 | 1
Nc1ccc(C(=O)c2cccs2)cn1 | -13 | -6 | -0.3 | 0.1 | 5 | -12 | -13 | 0.1 | -2
C#CCOCCOCCOCCNc1nc(N2CCN(C(=O)Cn3cc(CCCN=C(N)N)nn3)CC2)nc(N2CCN(C(=O)Cn3cc(CC(C)O)nn3)CC2)n1 (stereo unspecified) | 18 | nt | 0.5 | nt | 16 | nt | nt | nt | -15
CCCn1c(SCC(=O)NCC)nc2sc3c(c2c1=O)CCC3 | 2 | -17 | -0.8 | -2.5 | -9 | -3 | 5 | -1.1 | 6
O=C(/C=C/c1ccc(Cl)cc1)Nc1ccc(CN2CCOCC2)cc1 | 19 | -17 | 4.8 | 7.5 | -7 | 28* | -11 | 8.7 | -3
Nc1nc(-c2ccccc2)cs1 | 9 | -7 | 0.0 | -0.2 | -5 | 0 | -1 | -0.9 | 1
CN(Cc1nc2ccccc2c(=O)[nH]1)C(=O)c1ccc(NC(=O)CSc2nnnn2C)cc1 | 14 | -7 | 0.5 | -0.2 | 6 | nt | -6 | -0.1 | -17

Rewritten with values under each structure: entries from further up.
Values in the order: CHO-K1 Ca PAM	CHO parental Ca	CHO-K1 Ca ag	OXTR ag	TAAR1 antag	GPR7 antagonist	OXTR potentiate	V1aR counter	CHO-K1 Ca antag
> CC(C)[C@H](NC(=O)C1CC(=O)N(c2ccc3c(c2)OCO3)C1)C(=O)NC1CCCC1 (stereo partly specified)
 : 27	8	1.6	-0.9	-18	-2	-12	0.7	-16
> CC(C)c1cc(N=O)cc(C(C)C)c1O
 : 23	nt	0.6	nt	-24	nt	nt	nt	-17
> CCCCn1c(NCc2ccccn2)nc2ccccc21
 : 25	-14	1.6	-0.7	-6	-8	-3	0.3	-11

The list goes on:
SMILES | CHO-K1 Ca PAM | CHO parental Ca | CHO-K1 Ca ag | OXTR ag | TAAR1 antag | GPR7 antagonist | OXTR potentiate | V1aR counter | CHO-K1 Ca antag
CCNc1nc(SCC(=O)OC)nc(N2CCOCC2)n1 | 19 | -5 | 0.3 | 0.2 | 14 | -13 | -9 | -0.6 | -9
COc1cccc(N2CC(O)=C(c3ccccc3)C2=N)c1 | 5 | -16 | 0.4 | -0.4 | -5 | 7 | -7 | -0.7 | -10
C[C@@H]1CN([C@@H](C)CO)C(=O)c2cccc(NC(=O)C3CCCCC3)c2O[C@@H]1CN(C)C(=O)NC1CCCCC1 | -2 | -22 | -0.4 | -0.6 | 17 | nt | -3 | 0.6 | -3
CC(=O)Nc1cccc(CNCc2cccc(NC(C)=O)c2)c1 | -1 | 2 | 0.1 | 0.6 | -5 | -14 | -1 | 0.2 | 5
CC(C)(CO)NCc1cccs1 | 17 | 7 | 0.4 | 0.5 | 8 | 0 | 2 | 1.2 | -11
O=C(O)c1[nH]c2ccc(Cl)cc2c1CCN1C(=O)c2ccccc2C1=O | -12 | -6 | 0.0 | 0.0 | -26 | 4 | 1 | -0.2 | 7
COc1cc2c(cc1OC)C(C)=NCC2 | 8 | -8 | 0.2 | -0.1 | -16 | 1 | -1 | 0.9 | 12
O=C(Cc1ccccc1)NNC(=O)Nc1ccccc1 | 10 | 3 | -0.8 | 0.3 | -13 | -3 | -3 | -0.2 | -6
Cc1ccc(C(=O)Oc2ccc(-c3nccc(-c4ccccn4)n3)cc2)cc1 | 3 | 4 | 0.6 | 0.2 | -3 | -7 | -4 | 1.2 | -9
CCOCCCN1C(=O)C(=O)N(CC(=O)N2c3ccccc3NC(=O)CC2C)C1=O (stereo unspecified) | 7 | -2 | 0.2 | -0.2 | -10 | nt | 1 | 1.0 | -17
Nc1ncc2c(n1)-c1ccoc1CC2 | -9 | -2 | 0.1 | -0.9 | -6 | -10 | 4 | 0.1 | -10
COC(=O)/C=C1\NCCSC1=O | -2 | -10 | -0.1 | 2.2 | 3 | -8 | 5 | 0.4 | 3
O=C(OC(C(=O)c1c[nH]c2ccccc12)c1ccccc1)c1cnccn1 (stereo unspecified) | -26 | -8 | 2.9 | 7.9 | 6 | 7 | -12 | 4.6 | 17
O=C(CCc1nc2ccccc2c(=O)[nH]1)Nc1ccccc1N1CCCCC1 | 0 | nt | 0.0 | nt | 1 | nt | nt | nt | 8

Source: PubChem BioAssay
